Compound activity deposited in PubChem BioAssay by The Scripps Research Institute Molecular Screening Center.
CHO-K1 Ca antag = M1 antagonist counterscreen hit in parental CHO-K1 cells; ATP-induced calcium, Fluo-8 fluorescence; inhibition, % at 3 µM; hit rate 0.6% among 360,000;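 active = inhibition above a per-plate cutoff, the plate's mean sample inhibition plus 3 SD, cut at about 24% in these data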;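 note: 0% = DMSO plus EC80 ATP and 100% = DMSO alone without ATP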
CHRM1 agonist = human M1 muscarinic receptor agonists, primary screen, Fluo-8 calcium fluorescence, CHO-K1 cells, HTS; Muscarinic acetylcholine receptor M1 (Homo sapiens), P11229; CHO-K1 hM1, agonist mode; 0% DMSO, 100% acetylcholine EC100; activation, % at 3 µM; hit rate 0.33% among 360,000;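 active = activation above the run's mean compound activation plus 3 SD, cut at about 16% in these data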;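 note: peak over basal fluorescence ratio within a 140 s kinetic read after compound addition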
M1 ag parental = counter-screen for M1 agonists: effect in parental CHO-K1 cells; activation, % at 3 µM; hit rate 0.48% among 360,000; Fluo-8 calcium fluorescence; scaled to maximal ATP response, vehicle zero; in the data active = activation above about 15%;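 note: untransfected CHO-K1 host cells lacking M1 receptor as counterscreen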
CHO parental Ca = ATP-evoked calcium signal inhibitors, parental CHO, primary screen, counter-screen for OX1R antagonist project, cell-based, fluorescence, Fluo-8 calcium dye | parental CHO-K1, ATP-induced calcium, Fluo-8 fluorescence | inhibition, % at 5.6 µM | hit rate 0.63% among 330,000;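 active = inhibition above that plate's mean sample inhibition plus 3 SD, cut at about 26% in these data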;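 note: 0% = ATP-challenged DMSO wells and 100% = DMSO wells without ATP; some compounds past the cut are filed as inactive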
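Test system: parental CHO cells; detection: calcium-sensitive Fluo-8 fluorescence; evaluation: percent inhibition of calcium signal; also added: ATP as calcium-mobilizing challenge; repeats: one well per compound; control set: ATP-challenged DMSO wells low, unchallenged DMSO wells high; compound: single nominal dose of 5.6 µM per compound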
M1 antag = human M1 muscarinic receptor antagonists, primary screen, CHO-K1 cells, Fluo-8 calcium fluorescence, 1536-well. Muscarinic acetylcholine receptor M1 (Homo sapiens), P11229. CHO-K1 hM1, ACh EC80 antagonist. inhibition, % at 3 µM. hit rate 1.3% among 360,000. AID 588852, 2011;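 active = percent inhibition above its own plate's cutoff, namely the mean of that plate's compound wells plus 3 SD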;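 note: peak over basal fluorescence ratio during 140 s after agonist addition; 0% = ACh EC80 plus DMSO and 100% = DMSO alone without agonist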
CHRM1 PAM = human M1 muscarinic receptor positive allosteric modulators, primary screen, CHO-K1 cells, Fluo-8 calcium fluorescence, 1536-well; Muscarinic acetylcholine receptor M1 (Homo sapiens), P11229; CHO-K1 hM1, ACh EC20; 0% = ACh EC20, 100% = maximal ACh; activation, % at 3 µM; hit rate 0.088% among 360,000; AID 588819, 2011; in the data active = activation above about 19%, passing the limit was not always enough
OXTR potentiate = human OXTR potentiators, primary screen, fluorescence, CHO-OTR cells, Fluo-8 calcium | Oxytocin receptor (Homo sapiens), P30559 | hit rate 0.061% among 320,000 | activation, % at 3 µM | Fluo-8 calcium fluorescence, potentiator mode; 0% = oxytocin EC15, 100% = EC100 | AID 2445, 2010;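 active = activation above that plate's cutoff, the mean activation of tested compounds plus 3 SD, cut at about 6.6% in these data, passing the limit was not always enough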;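 note: 100% uses oxytocin at 75 nM as the full agonist control; some results filed as inactive read as strong as hits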
Target sequence (P30559 whole entry, looked up): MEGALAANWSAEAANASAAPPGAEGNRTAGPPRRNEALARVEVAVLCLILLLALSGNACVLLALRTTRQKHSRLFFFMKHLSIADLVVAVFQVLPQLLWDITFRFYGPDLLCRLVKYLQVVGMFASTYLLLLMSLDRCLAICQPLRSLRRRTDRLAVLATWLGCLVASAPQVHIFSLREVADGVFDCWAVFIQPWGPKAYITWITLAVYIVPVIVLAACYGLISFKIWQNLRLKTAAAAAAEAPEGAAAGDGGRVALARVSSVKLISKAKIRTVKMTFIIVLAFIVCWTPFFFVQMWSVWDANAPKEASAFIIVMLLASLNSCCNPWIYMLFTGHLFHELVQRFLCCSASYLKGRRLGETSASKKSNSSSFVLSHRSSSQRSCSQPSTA
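System: human OTR in CHO cells / Also added: sub-maximal oxytocin, roughly EC15 / Control set: EC15 oxytocin low, 75 nM oxytocin high / Schedule: 6 min compound pre-incubation at room temperature, 100 s kinetic read / Compound: single-point 3.0 µM / Replication: singlicate / Technique: Fluo-8 calcium dye fluorescence / Read-out basis: % activation of max/min ratio relative to oxytocin controls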
CHRM4 antagonist = human M4 muscarinic receptor antagonists, primary screen, CHO cells, Fluo-8 calcium fluorescence. CHO-hM4 cells, ACh EC80. Muscarinic acetylcholine receptor M4 (Homo sapiens), P08173. inhibition, % at 3 µM. hit rate 0.73% among 360,000;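 active = inhibition above its plate's cutoff, the mean inhibition of sample wells plus 3 SD, cut at about 27% in these data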;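 note: 0% = acetylcholine EC80 with DMSO and 100% = DMSO without agonist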
Target sequence (P08173 whole entry, looked up): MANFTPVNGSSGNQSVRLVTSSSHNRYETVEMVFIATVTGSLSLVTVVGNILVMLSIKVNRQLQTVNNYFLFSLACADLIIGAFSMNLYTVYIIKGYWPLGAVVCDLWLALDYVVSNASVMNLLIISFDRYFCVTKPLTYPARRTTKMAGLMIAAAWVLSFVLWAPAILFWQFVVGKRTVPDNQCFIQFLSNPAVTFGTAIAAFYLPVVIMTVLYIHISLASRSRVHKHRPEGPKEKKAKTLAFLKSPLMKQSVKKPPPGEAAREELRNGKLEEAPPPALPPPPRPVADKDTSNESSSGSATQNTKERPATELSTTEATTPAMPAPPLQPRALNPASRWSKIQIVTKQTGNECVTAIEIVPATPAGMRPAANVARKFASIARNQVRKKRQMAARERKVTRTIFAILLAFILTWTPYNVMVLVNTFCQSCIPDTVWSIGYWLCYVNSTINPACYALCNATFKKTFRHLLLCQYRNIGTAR
M4 ag = human M4 muscarinic receptor agonists, primary screen, CHO-K1 cells, Fluo-8 calcium fluorescence. Muscarinic acetylcholine receptor M4 (Homo sapiens), P08173. CHO-K1 hM4/Gqi5; vehicle 0%, full acetylcholine response 100%. activation, % at 3 µM. hit rate 0.14% among 360,000;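 active = activation above the run mean over all test wells plus 3 SD, cut at about 32% in these data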;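 note: peak over basal fluorescence ratio per well then scaled between controls; 0% = DMSO wells and 100% = acetylcholine at EC100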
Numbers without * were called inactive; nt = no result given. Compounds were not picked by outcome. About 2.9% of those tested had a hit in this group.

SMILES	CHO-K1 Ca antag	CHRM1 agonist	M1 ag parental	CHO parental Ca	M1 antag	CHRM1 PAM	OXTR potentiate	CHRM4 antagonist	M4 ag
Cc1ccc(NCCCn2cnc3c(OCc4ccccc4)ncnc32)cc1C	-14	-6	1.0	nt	-11	3	nt	-3	2
Cc1oc(C(C)(C)C)cc1-c1cc(NC(=O)c2ccc([N+](=O)[O-])cc2)n[nH]1	-4	-2	-0.3	-4	-1	-3	-6	-15	5
COC(=O)c1sccc1NC(=O)Nc1ccc(F)cc1F	-3	-3	-0.5	-16	-19	17	-2	-8	0
CC(C(c1cccs1)c1c(N)n(C)c(=O)n(C)c1=O)[N+](=O)[O-] (stereo not given)	0	-2	0.6	-16	-5	2	1	5	0
CCc1ccc(NC(=O)C(CC)Sc2nc3ccsc3c(=O)n2CCC(=O)O)cc1 (stereo not given)	-12	0	-0.3	-7	-20	14	-2	3	0
C#CCOCCOCCOCCNc1nc(N2CCN(C(=O)[C@H](CCC(=O)O)n3cc(C(N)[C@H](C)CC)nn3)CC2)nc(N2CCN(C(=O)[C@H](Cc3ccc(O)cc3)n3cc(C(N)[C@H](C)CC)nn3)CC2)n1 (stereo not given in full)	-3	-2	-0.3	13	2	22	4	-12	0
C=CCn1c(SCC(=O)NC2CC2)nnc1C1CC1	-7	-1	0.6	2	1	-1	-4	-1	0
CCc1ccc(CNC(=O)CCCn2nc(C)n3ccnc3c2=O)cc1	-2	-2	1.6	-8	-8	0	-3	-15	10
COCCNC(=O)c1cc2c(Br)ccc(Br)c2nc1N	-8	nt	0.2	nt	nt	nt	nt	-12	1
CN(C)N1C(N)=C(C#N)C(c2ccccc2F)C2=C1CC(C)(C)CC2=O (stereo not given)	-8	-6	0.5	-9	-4	1	2	-20	1
CC1Oc2ccccc2N(CC(=O)Nc2ccc(F)cc2)C1=O (stereo not given)	-13	-6	1.9	-18	-7	8	0	-11	1
C=C(C)Cn1c(SCCCO)nc2c1c(=O)[nH]c(=O)n2C	-3	-3	0.2	-2	13	-5	4	-1	1
Cc1cc(C)n(CC(=O)NNC(=O)CC(C)c2ccccc2)n1 (stereo not given)	-3	-3	1.0	-2	-5	7	-4	-13	2
O=C1N=C(N2CCOCC2)S/C1=C\c1ccc(OS(=O)(=O)c2ccccc2)cc1	3	-10	1.1	-14	-6	9	-2	-4	4
COc1ccc([C@H]2C[C@H](O)[C@@H](n3cc(COC(=O)c4ccccc4)nn3)CN2CC2CCCCC2)cc1	-6	-5	1.7	nt	-14	4	nt	-3	1
CCOC(=O)C1CCN(C(=O)c2cccc(N3C(=O)NC4CC3(C)Oc3ccc(C)cc34)c2)CC1 (stereo not given)	-5	-5	0.8	-21	-1	0	-8	-4	2
CCCCNC(=O)NNC(=O)c1ccoc1C	-1	1	-0.1	-19	-45	11	-4	-5	0
O=C(NC1CC1)c1ccc(CS(=O)c2ccc(Br)cc2)o1 (stereo not given)	-13	-3	2.0	-2	2	2	-1	0	6
Oc1c(C(c2cccs2)N2CCN(c3ccc(F)cc3)CC2)sc2ncnn12 (stereo not given)	9	-2	0.4	-6	-7	2	-5	-5	3
CSc1cccc(NC(=S)N(CCN(C)C)C(C)c2ccncc2)c1 (stereo not given)	-10	-2	2.3	-9	-5	4	0	7	4
CS(=O)(=O)Nc1ccc(C2=NN(C(=O)c3ccco3)C(c3cccc(F)c3)C2)cc1 (stereo not given)	6	-2	16*	-26	-1	12	0	-5	-1
Cc1c(C(=O)NN)nc2ccccn12	5	-3	0.2	-8	-11	13	-16	1	2
COc1ccc(N(C(C)C(=O)N2CCCC2)S(C)(=O)=O)cc1 (stereo not given)	-4	-1	0.6	-8	-3	-1	-14	18	0
O=C1NCCOC(=O)[C@H](Cc2ccc(F)cc2)C/C=C\C[C@@H]1CC(=O)N(CCO)Cc1ccccc1	-11	-6	-0.4	-23	-5	10	2	-11	0
CCOC(=O)N1CCN(S(=O)(=O)c2ccc(C(=O)N(CCN(C)C)c3nc4ccc(Cl)cc4s3)cc2)CC1	-10	-5	1.1	-2	2	-1	-6	-3	2
COc1ccc(S(=O)(=O)NC2CC(C)(C)NC(C)(C)C2)cc1	-10	-4	0.5	-1	-4	6	-4	-2	1
COc1ccc(OC)c(NC(=O)CCNS(=O)(=O)c2cccc3nsnc23)c1	-22	-3	0.7	-6	5	-3	-3	-11	2
COC(=O)c1cnn(C(=O)c2cc(OC)ccc2Br)c1N	-19	-1	0.0	-5	-7	3	0	-3	0
CCC(=O)N1CCCC1(C)C(=O)Nc1ccc2c(c1)CCN2C(C)=O (stereo not given)	17	-3	-0.4	nt	-14	9	nt	0	0
CN(CC(=O)Nc1ccc(F)c(F)c1F)C(=O)CCN1C(=O)C2CC=CCC2C1=O (stereo not given)	0	-2	0.4	nt	1	1	nt	-8	2

Part of the list above in order of length of the SMILES, ascending.
SMILES	CHO-K1 Ca antag	CHRM1 agonist	M1 ag parental	CHO parental Ca	M1 antag	CHRM1 PAM	OXTR potentiate	CHRM4 antagonist	M4 ag
Cc1c(C(=O)NN)nc2ccccn12	5	-3	0.2	-8	-11	13	-16	1	2
CCCCNC(=O)NNC(=O)c1ccoc1C	-1	1	-0.1	-19	-45	11	-4	-5	0
COC(=O)c1cnn(C(=O)c2cc(OC)ccc2Br)c1N	-19	-1	0.0	-5	-7	3	0	-3	0
O=C(NC1CC1)c1ccc(CS(=O)c2ccc(Br)cc2)o1 (stereo not given)	-13	-3	2.0	-2	2	2	-1	0	6
COc1ccc(N(C(C)C(=O)N2CCCC2)S(C)(=O)=O)cc1 (stereo not given)	-4	-1	0.6	-8	-3	-1	-14	18	0
CCC(=O)N1CCCC1(C)C(=O)Nc1ccc2c(c1)CCN2C(C)=O (stereo not given)	17	-3	-0.4	nt	-14	9	nt	0	0
Oc1c(C(c2cccs2)N2CCN(c3ccc(F)cc3)CC2)sc2ncnn12 (stereo not given)	9	-2	0.4	-6	-7	2	-5	-5	3
COc1ccc(OC)c(NC(=O)CCNS(=O)(=O)c2cccc3nsnc23)c1	-22	-3	0.7	-6	5	-3	-3	-11	2
CN(CC(=O)Nc1ccc(F)c(F)c1F)C(=O)CCN1C(=O)C2CC=CCC2C1=O (stereo not given)	0	-2	0.4	nt	1	1	nt	-8	2
CCOC(=O)C1CCN(C(=O)c2cccc(N3C(=O)NC4CC3(C)Oc3ccc(C)cc34)c2)CC1 (stereo not given)	-5	-5	0.8	-21	-1	0	-8	-4	2
CCOC(=O)N1CCN(S(=O)(=O)c2ccc(C(=O)N(CCN(C)C)c3nc4ccc(Cl)cc4s3)cc2)CC1	-10	-5	1.1	-2	2	-1	-6	-3	2

Remaining list, next part
SMILES	CHO-K1 Ca antag	CHRM1 agonist	M1 ag parental	CHO parental Ca	M1 antag	CHRM1 PAM	OXTR potentiate	CHRM4 antagonist	M4 ag
COc1ccc(-c2c3c(=O)n(C)c(=O)n(C)c3cn2Cc2ccccn2)cc1	-10	-3	0.3	-7	5	0	-5	7	0
COc1ccc(S(=O)(=O)NCc2cccnc2)cc1NC(=O)c1ccc(Cl)cc1	9	-5	0.9	-19	-1	1	-6	-1	2
COc1ccccc1-c1noc(Cn2cc(S(=O)(=O)N3CCCC3)ccc2=O)n1	-15	-4	1.6	-15	-1	0	-7	6	5
CN1CCN(CC(=O)N/N=C/c2ccc(F)c(F)c2)CC1	-13	-3	0.4	-2	4	-5	-8	-4	1
CC(=O)c1ccc(S(=O)(=O)Nc2ccc(C(=O)NC3CC3)cc2)cc1	-3	-4	0.7	nt	-6	4	nt	1	0
O=Cc1c(Cl)nc2ccccn2c1=O	-4	-4	0.7	-3	-1	-3	-10	3	0
Cc1c(CCC(=O)O)c(=O)oc2c(C)c3occ(-c4ccc(Cl)cc4)c3cc12	2	0	0.4	nt	-7	16	nt	9	2
N#Cc1ccccc1OCC(=O)OCC(=O)NC1CC1	-3	-3	-0.1	-4	-4	5	-6	5	1
COc1ccc(CN2C(=O)c3ccccc3C2=O)cc1C(=O)N(C)CC(=O)Nc1ccc(F)cc1	-3	-2	1.9	-31	-2	2	-1	10	5
COc1ccccc1Oc1ncnc2sccc12	2	-3	0.7	-1	0	6	3	5	1
Cc1ccc(C)c(N2CN(Cc3ccco3)CNC2=S)c1	6	-3	0.0	-6	-1	3	-8	-3	1
CNc1ncnc2c1ncn2[C@H]1CN(Cc2ccc(Cl)cc2)C[C@@H](CO)O1	-5	0	0.9	nt	-10	6	nt	-2	2
COc1ccc(Nc2nc3c(c(=O)n(C)c(=O)n3C)n2CCO)cc1	8	1	-0.3	-10	-2	9	6	4	-1
COc1ccc(/C=N/Nc2nc3ccccc3[nH]2)c(OC)c1OC	1	-3	0.8	-20	9	-3	-12	-11	5
CN1C(=O)C(=O)/C(=C(/O)c2ccc(Br)cc2)C1c1ccc(Cl)cc1 (stereo not given)	1	-1	-0.3	2	-22	13	-10	-8	0
COc1ccc(NC(=S)N2CCCC2)cc1OC	-15	-3	0.5	2	-3	1	-13	-4	0
COc1cc2ncnc(NCc3ccc(C)o3)c2cc1OC	-6	-5	0.9	-7	-4	0	-8	5	3
C[C@H](CO)N1C[C@H](C)[C@@H](CN(C)S(=O)(=O)c2ccc(F)cc2)Oc2c(NS(=O)(=O)c3ccccc3)cccc2C1=O	-13	-3	0.1	-16	-7	5	-3	-8	2
O=c1c2oc3ccccc3c2[nH]c(=S)n1-c1ccccc1	-12	-3	0.6	4	-5	8	-5	2	1
c1ccc(-c2nnc(CSc3nc4ccccc4[nH]3)o2)cc1	0	-2	1.1	-13	-7	11	-6	5	2
COc1ccc(N(C(=O)Cc2cccs2)C2C=CS(=O)(=O)C2)cc1 (stereo not given)	-8	-4	0.3	-4	-15	8	-22	-2	1
COc1cccc(N2CCN(C3CC(=O)N(c4ccc(F)c(Cl)c4)C3=O)CC2)c1 (stereo not given)	-3	1	1.3	-5	-33	6	-5	-5	3
CCOC(=O)NC(=O)/C(C#N)=N\Nc1cccc(Cl)c1	-16	4	7.7	7	2	-4	-17	-1	6
CNS(=O)(=O)c1ccc(C)cc1	-11	-2	0.0	6	5	1	-7	3	0
CCCCN1C(=O)c2cccc3cc(O)cc(c23)C1=O	17	0	2.4	-6	6	-1	-12	8	5
